# Bcl-xL primary: inhibitors of human Bcl-xL, primary screen, biochemical, fluorescence polarization, HTS; Bcl-2-like protein 1 (Homo sapiens), Q07817; GST-Bcl-xL / FITC-Bim BH3 peptide fluorescence polarization; AID 2129, 2009; inhibition, % at 10.9 µM; hit rate 0.7% among 320,000;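 active means inhibition above the mean of all tested compounds plus 3 SD, cutoff set per campaign, cut at about 30% in these data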;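 further: 0% = DMSO wells and 100% = unlabeled Bim-BH3 peptide competitor; inhibitors lower millipolarization by displacing the labeled peptide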
# Target sequence (Q07817 whole entry, looked up): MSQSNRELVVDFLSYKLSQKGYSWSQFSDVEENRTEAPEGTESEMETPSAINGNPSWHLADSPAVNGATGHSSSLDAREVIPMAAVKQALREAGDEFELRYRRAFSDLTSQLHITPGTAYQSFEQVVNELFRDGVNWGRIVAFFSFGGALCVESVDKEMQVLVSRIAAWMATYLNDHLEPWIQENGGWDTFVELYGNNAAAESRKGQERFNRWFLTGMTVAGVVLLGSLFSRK
# GRK2 inh: compounds blocking aptamer binding on GRK2 – biochemical, human GRK2, bead flow cytometry, HTS, primary screen | Beta-adrenergic receptor kinase 1 (Homo sapiens), P25098 | FAM-aptamer displacement from GRK2 | inhibition of aptamer binding, % at 10 µM | hit rate 0.59% among 330,000 | AID 488847, 2010;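 active means inhibition of aptamer binding above 40%, roughly 3 SD of noise, on plates passing a quality check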;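 further: median bead fluorescence of bound FAM aptamer so fluorescent compounds give negative values; no value below 0 was filed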
# VLA-4 inh: inhibition in human VLA-4 binding assay, primary screen, VLA-4 allosteric modulator project, MLPCN library, flow cytometry, VLA-4 expressing cells; inhibition, % (about 7 µM as worked out from the volumes in the protocol); hit rate 0.2% among 330,000; AID 2557, 2010; ligand binding flow cytometry; Integrin alpha-4 (Homo sapiens), P13612; in the data active means inhibition above about 50%
# Efflux pump inh: inhibitors of Candida efflux pumps in yeast, primary screen, S. cerevisiae, Nile Red, multiplex | S. cerevisiae Candida pump triplex | inhibition, % at 10 µM | hit rate 0.44% among 330,000;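 active means plate passing quality check with inhibition over a set limit, or well fluorescence over plate mean plus 4 SD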;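 further: Nile Red retained in pooled yeast measured as flow cytometry median fluorescence; 0% = buffer negative control and 100% = Enniatin B positive control; higher means more Nile Red kept so more efflux inhibition; some compounds called inactive have numbers as strong as hits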
# MCL1-BIM inh: inhibitors of MCL1 binding to BIM-BH3, primary screen, biochemical, fluorescence polarization | hit rate 0.68% among 320,000 | Induced myeloid leukemia cell differentiation protein Mcl-1 (Homo sapiens), Q07820 | GST-MCL1 / FITC-Bim-BH3 fluorescence polarization | inhibition, % at 10.9 µM;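 active means inhibition above the mean inhibition of all tested compounds plus 3 SD, set per campaign, cut at about 40% in these data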;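 further: 0% = DMSO wells and 100% = unlabeled Bim-BH3 peptide control; higher means more loss of mP so more displacement of Bim peptide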
# Target sequence (Q07820 whole entry, looked up): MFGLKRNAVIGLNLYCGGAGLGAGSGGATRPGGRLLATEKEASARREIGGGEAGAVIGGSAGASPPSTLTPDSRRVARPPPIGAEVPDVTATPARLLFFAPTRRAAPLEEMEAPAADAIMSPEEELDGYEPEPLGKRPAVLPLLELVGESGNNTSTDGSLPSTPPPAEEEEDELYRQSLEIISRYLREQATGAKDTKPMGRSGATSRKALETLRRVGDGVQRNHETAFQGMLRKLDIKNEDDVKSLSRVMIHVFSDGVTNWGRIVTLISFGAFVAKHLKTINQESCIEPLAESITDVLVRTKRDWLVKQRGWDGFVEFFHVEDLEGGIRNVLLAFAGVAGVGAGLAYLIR
# Fam108B inh: mouse Fam108B serine hydrolase inhibitors, primary screen, counter-screen for RBBP9 inhibitor project, biochemical, fluorescence polarization. recombinant Fam108B, FP-Rh probe fluorescence polarization. inhibition, % at 9.51 µM. hit rate 0.33% among 300,000. AID 1947, 2009;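 active means inhibition above the screen mean inhibition plus 3 SD, computed separately per campaign, cut at about 18% in these data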;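 further: inhibitors lower polarization as less probe binds the enzyme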
# PME-1 primary: PME-1 inhibitors via competitive probe labeling, primary screen, biochemical, fluorescence polarization, FP-Rh probe, HTS | Protein phosphatase methylesterase 1 (Homo sapiens), Q9Y570 | recombinant PME-1 | inhibition, % at 5.9 µM | hit rate 0.53% among 320,000;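 active means inhibition above the campaign mean of all compounds plus 3 SD, cut at about 26% in these data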;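 further: competitive labeling of PME-1 active site by serine hydrolase directed probe; 0% = PME-1 with DMSO and 100% = wells lacking PME-1 enzyme; inhibitors block probe labeling so polarization falls and inhibition rises; many of its hits are not listed in these tables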
# Target sequence (Q9Y570 whole entry, looked up): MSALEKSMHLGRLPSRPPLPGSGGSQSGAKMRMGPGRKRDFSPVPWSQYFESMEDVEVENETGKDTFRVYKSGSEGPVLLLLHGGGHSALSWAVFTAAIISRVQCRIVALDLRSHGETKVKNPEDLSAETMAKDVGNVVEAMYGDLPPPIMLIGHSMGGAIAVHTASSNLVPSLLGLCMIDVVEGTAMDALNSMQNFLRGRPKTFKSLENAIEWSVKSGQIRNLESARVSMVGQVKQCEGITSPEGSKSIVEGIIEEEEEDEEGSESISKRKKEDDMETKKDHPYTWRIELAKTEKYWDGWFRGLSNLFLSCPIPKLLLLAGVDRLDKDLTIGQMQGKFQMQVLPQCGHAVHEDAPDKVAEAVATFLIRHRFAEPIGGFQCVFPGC
# GLD-1 TGE inh: GLD-1/TGE RNA complex disruptors, primary screen, biochemical, fluorescence polarization | purified GLD-1 + fluorescein TGE RNA | inhibition, % at 5.96 µM | Female germline-specific tumor suppressor gld-1 (Caenorhabditis elegans), Q17339 | hit rate 0.44% among 320,000;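 active means percent inhibition above a per-plate cutoff, the plate mean of test compounds plus 3 SD, cut at about 30% in these data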;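 further: 0% = DMSO wells with GLD-1 and probe and 100% = wells lacking GLD-1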
# MEX-5 binding: MEX-5 zinc finger RNA-binding disruptors – biochemical, C. elegans, fluorescence polarization, MLPCN library, primary screen. Zinc finger protein mex-5 (Caenorhabditis elegans), Q9XUB2. hit rate 0.38% among 300,000. AID 1832, 2009. activity score (negative = inhibition of binding), % at 10 µM. MEX-5/FITC-TCR2 RNA binding; stronger effect = lower value;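 active means inhibition past about -25% in most replicates, and total fluorescence under double the plate's negative control median, limit read from the data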;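 further: 0% = DMSO and -100% = 5 µM competing unlabeled TCR2 RNA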
# * marks the source's active call; other numbers are inactive results; / = no result given. Only part of the results is shown, so the mix of outcomes need not match the whole.
Structure,Bcl-xL primary,GRK2 inh,VLA-4 inh,Efflux pump inh,MCL1-BIM inh,Fam108B inh,PME-1 primary,GLD-1 TGE inh,MEX-5 binding
COc1ccc(CCN=Cc2ccc(O)cc2)cc1OC,2,2,12,0.1,8,2,-5,5,-3.8
O=C(Cn1nc(C(=O)O)c2ccccc2c1=O)c1c[nH]c2ccccc12,5,9,10,0.0,4,-11,-36,1,-1.4
Cc1nnc(N2CCCC(C(=O)NCc3ccccc3F)C2)c2nn(-c3ccccc3)c(C)c12 (stereo not drawn),8,0,-11,0.1,6,1,0,-10,4.2
Cc1ccc(OC(=O)Nc2ccccc2)cc1,0,0,13,0.1,-5,-2,-2,8,0.9
CC(NC(=O)c1ccco1)C(=O)N1CCN(C(c2ccccc2)c2ccccc2)CC1 (stereo not drawn),4,39,7,0.0,4,1,6,3,-0.1
Cc1c(N=Cc2ccncc2)c(=O)n(-c2ccccc2)n1C,4,2,7,0.1,-3,0,-4,3,-0.1
N/C(=N\OC(=O)c1cc(Br)ccc1Cl)c1cccnc1,4,0,10,-0.2,3,-9,3,2,0.2
Cc1nn(Cc2ccccc2)c(Cl)c1/C=N/NC(=O)CNc1cccc(C(F)(F)F)c1,4,1,0,-0.4,7,6,7,7,-0.6
CCCC(=O)NC(c1ccc(OCC)cc1)c1ccc(OC)c(OC)c1 (stereo not drawn),6,6,1,0.0,-1,3,4,9,1.4
CCN(CC)S(=O)(=O)c1cccc(C(=O)N2CCCc3ccccc32)c1,/,2,1,-0.1,/,/,/,/,1.8
COCCN(C(=O)CCC(=O)Nc1ccccn1)C(C(=O)NC1CCCC1)c1ccc(OC)cc1 (stereo not drawn),1,2,4,0.2,6,4,4,-1,-0.4
CCOCC(=O)Nc1cccc(NC(C)=O)c1,11,1,8,0.0,-1,-3,-1,-2,1.0
Cc1ccc(CC2CC(=O)N(c3ccncc3)C2=O)cc1 (stereo not drawn),4,0,-4,0.0,1,1,1,4,2.4
COc1ccccc1S(=O)(=O)Nc1cccc(-c2nnc3n2CCCCC3)c1,-2,2,13,0.4,-7,-4,7,-6,0.8
Cc1cnc(C(=O)OCC(=O)c2ccc(Br)s2)cn1,0,2,1,0.1,-1,0,-2,10,2.2
COc1ccc(CSC2=NCCN2)cc1Br,1,0,11,0.1,-4,-5,-3,-5,2.3
COc1cccc(C2=CC(c3ccc(N(C)C)cc3)n3ncnc3N2)c1 (stereo not drawn),4,0,-18,0.4,-11,2,5,-99,0.1
CN1CCN(S(=O)(=O)c2cccc(C(=O)O)c2)CC1,7,3,4,-0.1,2,-1,1,7,-3.0
COCc1[nH]nc2c1C1(CCSCC1)C(C#N)=C(N)O2,9,1,24,0.0,12,3,-4,12,3.0
Cc1ccccc1OCC(=O)NCCN(C)C,3,1,-13,-0.2,7,-1,-3,1,2.1
O=C1C=C(c2ccc(C(=O)O)cc2)C[C@@H](c2ccc3c(c2)OCO3)C1,1,2,2,0.0,4,/,1,-9,/
CCN(CC)S(=O)(=O)c1ccc(-c2nnc(SCC(=O)c3ccc(OC)cc3)o2)cc1,-7,2,-8,0.1,-9,-1,-4,8,1.4
Cc1cc(-c2nnc(SCC(=O)Nc3ccc(F)cc3)n2N)n[nH]1,-7,3,-7,-0.1,-5,-4,-3,-5,-0.5
Cc1cccc(-n2ncc3c(NCc4ccc5c(c4)OCO5)ncnc32)c1,1,1,28,0.1,7,-7,-17,6,-1.3
Clc1ccc(N2CCN(Cc3ccco3)CC2)cc1,5,1,-10,0.0,16,4,-5,4,-1.4
CCN1CCN(CC(=O)N2N=CCC2c2ccccc2)CC1 (stereo not drawn),8,100*,8,-0.2,9,-2,3,-1,0.9
CC(C)C[C@H](NC(=O)c1[nH]cnc1C(=O)N[C@@H](Cc1ccccc1)C(=O)OCc1ccccc1)C(=O)OC(C)(C)C,-3,0,13,0.2,7,-14,-15,11,2.5
COc1ccc(CCNC(=O)C2CCCN(S(=O)(=O)c3cccc4nonc34)C2)cc1OC (stereo not drawn),-1,0,16,-0.6,-10,0,0,1,-0.2
O=C(Nc1nccs1)C1CCCN1/C=C/C(=O)C(F)(F)F (stereo not drawn),0,0,1,0.0,-5,0,6,1,-1.6
CCCC(=O)Nc1c(-c2ccccc2)c(=O)c(C)nn1-c1ccccc1,5,3,15,0.1,13,-1,3,4,-0.9
COc1ccc(CNC(=O)Cn2cc(C(F)(F)F)ccc2=O)cc1OC,0,6,2,-0.3,-2,-5,-1,2,0.4
CCCC(c1nnnn1Cc1ccco1)N1CCN(C2CCCC2)CC1 (stereo not drawn),4,0,13,0.1,1,5,-1,-2,-1.8
COc1ccc(C(=O)Nc2ccc(Oc3ncnc4sc(-c5ccccc5)cc34)cc2)cc1OC,3,0,13,0.4,12,-3,4,7,2.2
COCC1CCN(C(=O)c2ccc3oc(Cc4ccc(Cl)cc4)nc3c2)C1 (stereo not drawn),-2,0,6,0.1,3,2,0,7,0.5
Cc1csc(NC(=O)CSc2nnc(-c3ccoc3C)n2Cc2ccco2)n1,5,0,-18,0.0,1,0,8,-2,-0.9
Cc1cc(=O)[nH]c(-c2ccccc2O)n1,-2,0,0,0.5,-7,-7,0,1,-2.9
Cc1ccc(C(=O)N(CC(=O)NC2CCCC2)c2ccc(F)cc2)s1,3,2,-13,0.2,1,1,-3,3,2.2
CCC(C(=O)OC)n1cnc2c(nnn2-c2ccc(F)cc2)c1=O (stereo not drawn),-3,1,5,0.1,-1,-1,-4,8,0.5
CC(C)[C@H](NC(=O)OC(C)(C)C)C(=O)N/N=C/c1cccc2nccnc12,2,1,-9,-0.2,4,0,-4,3,/
CCSc1nnc(SCC(=O)N2CCN(C(=O)c3ccco3)CC2)s1,-3,4,2,0.0,-10,-7,7,8,-0.6
COc1ccccc1-c1cn[nH]c1-c1ccc(OCc2ccccc2F)cc1O,1,0,3,0.2,3,-8,-10,6,-3.8
C=CCN1C(=O)/C(=C\c2ccc(Cl)cc2)N=C1SCC(=O)NCCC,2,3,5,-0.1,5,-1,-3,4,0.3
CCOC(=O)C1CCN(c2nc3ccccc3nc2C(C#N)C(=O)OC(C)COC)CC1 (stereo not drawn),-1,0,-1,-0.1,2,5,-5,6,-0.5
Cc1ccnc(NC(=O)c2ccc([N+](=O)[O-])s2)c1,0,0,-3,0.0,2,4,3,1,-0.1
COc1cc(CN2CCNC(=O)C2CC(=O)N(C)Cc2cccnc2)cc(OC)c1 (stereo not drawn),6,2,1,-0.1,10,2,-4,1,0.4
O=C(c1nc2ccc(Cl)cn2c1CN1CCCC1)N1CCc2ccccc2C1,57*,4,15,-0.1,67*,-1,-1,37*,-22
COc1ccc(/C=N/NC(=O)c2ccc(CSc3nc(C)cc(C)n3)cc2)c(OC)c1OC,-2,2,12,0.4,-2,3,-14,5,0.0
CN(C)c1ccc(CNn2cnnc2)cc1,5,1,11,0.0,7,6,3,4,-1.9
CCN(CC)CCNC(=O)c1ccc(CS(=O)(=O)c2ccc(Br)cc2)o1,-4,0,-14,-0.2,0,1,2,1,0.1
Cc1nnc(SCC(N)=O)n1CCc1ccccc1,1,0,3,0.2,-1,2,1,3,-0.2

# Additional entries:
Structure,Bcl-xL primary,GRK2 inh,VLA-4 inh,Efflux pump inh,MCL1-BIM inh,Fam108B inh,PME-1 primary,GLD-1 TGE inh,MEX-5 binding
CC(=O)CC[C@@H](C)O[C@@H]1OC(C)[C@H](O)CC1O (stereo partly drawn),1,1,3,-0.1,1,-2,5,5,-0.1
Cc1ccc2c(c1)[nH]c1c(=O)n(CCCN3CCOCC3)cnc12,-1,0,11,-0.1,-2,2,3,3,1.3
Cc1ccc(S(=O)(=O)N2CCOCC2)cc1NC(=O)Cn1ccsc1=N,-1,0,7,-0.1,2,5,1,0,-1.1
CC(C)CNC(=O)c1ccccc1NC(=O)CN(c1ccccc1)S(=O)(=O)N(C)C,0,0,5,-0.1,-4,-1,-3,-9,0.4
Nc1nc(N2CCOCC2)nc(N(c2ccccc2)c2ccccc2)n1,3,0,4,-0.1,4,4,-2,4,-0.8
CCOc1ccc(C(=O)COC(=O)Cn2cnc3c2c(=O)n(C)c(=O)n3C)cc1,2,16,-14,0.1,-6,/,8,-9,/
O=C(CCl)N(C1CCCC1)C1CCS(=O)(=O)C1 (stereo not drawn),6,4,10,0.0,8,2,3,8,1.8
CCN(CC)c1ccc(/C=C2\SC(N)=NC2=O)cc1,/,2,-15,0.0,/,/,/,/,26
O=C(OCc1ccccc1)N1CCOCCOCCN(C(=O)OCc2ccccc2)CCOCCOCC1,-6,15,10,0.4,-8,-4,-2,8,-2.3
COc1ccc(/C=C2\N=C(c3ccccc3)NNC2=O)cc1,4,0,-13,-0.1,3,-1,2,7,3.7
CC1(C)CC(=O)C(C(=O)CCCCC(=O)C2C(=O)CC(C)(C)CC2=O)C(=O)C1,6,0,10,0.1,9,-4,-7,2,-2.6
CC1CCN(S(=O)(=O)c2ccc(NC(=O)CNC3CCCCC3)cc2)CC1,6,3,18,0.2,2,0,-1,-5,-4.5
Cc1ccc2[nH]c(=O)c(Cc3ccccc3)c(O)c2c1,6,1,0,-0.1,22,4,1,9,-1.0
COC(=O)c1cc(NC(=O)Cc2ccc(OC)cc2)cc(C(=O)OC)c1,6,0,16,-0.1,10,3,0,2,-1.6
Cc1ccc(Nc2nc(NCCCN3CCOCC3)nc(N)c2[N+](=O)[O-])cc1,6,0,-1,0.2,5,0,-3,-2,0.2
O=S(=O)(NC1CCC(NS(=O)(=O)c2c(F)cccc2F)CC1)c1ccc2c(c1)OCCO2 (stereo not drawn),8,2,-1,0.1,5,/,24,1,/
CC[n+]1ccc(C)c2cc(S(=O)C(F)(F)F)ccc21 (stereo not drawn),7,5,-3,0.0,16,-3,0,1,-2.9
O=C(CSc1nnc(NC(=O)c2c(F)cccc2F)s1)NCC1CCCO1 (stereo not drawn),7,1,-15,-0.3,2,0,4,9,2.7
O=C(CN(Cc1cccs1)C(=O)CNS(=O)(=O)c1ccccc1)NC1CCCC1,3,0,2,0.1,-3,-5,2,10,-0.8
CCOc1ccc(CNC(=O)CCCc2cn(C)c3ccccc23)cc1OC,1,0,-12,-0.5,-1,4,4,-2,1.1
COc1ccc(S(=O)(=O)Nc2ccc3c(c2)n(C)c(=O)n3C)cc1C,-1,0,14,0.1,-4,1,-7,-3,0.3
